ELG1 DNA repair – ELG1-dependent DNA repair inhibition | AID 504467 | Potency, µM (titrated, usually from 46.1 µM), for inactives: at the top dose activity change, negative = inhibition, hits mostly inhibitors | 2.3% of 330,000 active | HEK293T ELG1-luciferase reporter, luminescence, 16 h; DNA damage induced by 5-fluorouridine; further: potency means the concentration at half of the fitted maximal effect; on the % scale 0 is the no-effect control and ±100 the full control effect; nearly all actives have a fitted effect of over 55% in size
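Overnight (16 hr) co-exposure of 2,000 cells/well to 5-fluorouridine and compound at 37 °C preceded detection. Luciferase was quantified via ONE-Glo luminescence; loss of signal denotes inhibition.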
hERG WT inh – blocks the wildtype human KCNH2 potassium channel. Q12809. U2OS, BacMam KCNH2, thallium flux FluxOr; stronger effect = lower value. activity change, % at 1.84 µM. 0.37% of 340,000 active. AID 720551;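 active means maximum activity change below -70%; inconclusive means maximum activity change between -70% and -50%; inactive means maximum activity change above -50%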; further: on the % scale 0 is the no-effect control and ±100 the full control effect
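U2OS cells transduced with wild-type KCNH2 virus are loaded with FluxOr dye for 45 min, and thallium flux is measured in kinetic reads before and after stimulation buffer. Rate constants are normalized to DMSO controls.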
Mito fusion yeast – inhibitors of mitochondrial division or activators of mitochondrial fusion; S. cerevisiae fusion-defective mutant growth rescue, CellTiterGlo 48 h; Potency, µM (series often up to 46.1 µM), for inactives: top-dose growth rescue (activation), actives largely listed as activators; 0.23% of 320,000 active; AID 485298;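 further: potency means the concentration at half of the fitted maximal effect; % of control where 0% means no effect; nearly all actives have a fitted effect of over 45% in size; temperature-sensitive fusion mutants such as fzo1-1 at 37 °C on non-fermentable ethanol glycerol medium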
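S. cerevisiae fusion-defective temperature-sensitive mutants (e.g. fzo1-1, mgm1-5) grown 48 h at 37C in YPEG (ethanol/glycerol non-fermentable) medium with 23 nl compound per well; growth rescue read as CellTiterGlo luminescence.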
TCR act – activates T cell receptor signaling; 330,000 tested, under 10 active; AID 504894; primary human leukocytes, anti-CD3, IL-2 HTRF, 48 h; Potency, µM (highest dose often 9.22 µM), for the others: at the top dose activation of IL-2 secretion, usual class: activators; further: % of control where 0% means no effect
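Human primary leukocytes + a-CD3 beads + cpd, 48 hr; IL-2 in supernatant by HTRF (ex 320nm / em 665nm). No co-stimulatory signal supplied.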
Eya2 phos inh – Eya2 (human) phosphatase inhibition; O00167; recombinant Eya2, OMFP fluorescence dephosphorylation (OMFP is methylfluorescein phosphate); Potency, µM (doses to about 76.9 µM), without a hit: at the highest dose activity, negative = inhibition, actives largely listed as inhibitors; 0.006% of 330,000 active; further: potency means the concentration at half of the fitted maximal effect; on the % scale 0 is the no-effect control and ±100 the full control effect
Target sequence (O00167 whole entry, looked up): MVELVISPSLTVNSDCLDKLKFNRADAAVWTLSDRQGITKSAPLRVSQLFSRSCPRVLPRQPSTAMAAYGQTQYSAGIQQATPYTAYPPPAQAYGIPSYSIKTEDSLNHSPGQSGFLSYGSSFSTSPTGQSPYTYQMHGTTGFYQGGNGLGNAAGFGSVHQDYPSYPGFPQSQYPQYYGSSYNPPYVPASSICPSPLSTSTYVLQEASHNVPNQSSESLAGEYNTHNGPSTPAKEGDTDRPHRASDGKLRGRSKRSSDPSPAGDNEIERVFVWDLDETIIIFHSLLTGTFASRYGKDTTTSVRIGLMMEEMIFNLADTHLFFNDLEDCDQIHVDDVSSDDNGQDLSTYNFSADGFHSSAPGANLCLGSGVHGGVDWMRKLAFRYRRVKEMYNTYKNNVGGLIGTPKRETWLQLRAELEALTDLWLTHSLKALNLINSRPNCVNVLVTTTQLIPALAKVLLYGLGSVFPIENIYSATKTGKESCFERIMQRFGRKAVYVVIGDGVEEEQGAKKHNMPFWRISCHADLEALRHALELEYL
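Eya2 protein (added as 0.2 uM solution) was preincubated with compound for 10 min at ambient temperature in 50 mM HEPES pH 7.5, 50 mM NaCl, 5 uM MgCl2, 0.05% BSA, 1 mM DTT. OMFP (added at 50 uM) then reacted 10 min; fluorescence read at 485/525 nm.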
AT treatment – potential ataxia-telangiectasia treatment | […] A-T fibroblasts, KAP-1 phosphorylation AlphaLISA; neocarzinostatin DNA damage 30 min before lysis | Potency, µM (highest dose often 57.5 µM), for inactives: at the top dose activation, usual class: activators | 0.19% of 320,000 active | AID 485349; further: potency means the concentration at half of the fitted maximal effect; % of control where 0% means no effect; nearly all actives have a fitted effect of over 45% in size
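hTERT-immortalized A-T patient fibroblasts ([…]), 500 cells/well in OPTI-MEM, 1% FBS, got compounds for 60 min, then NCS for 30 min at 37C. Lysates were then assayed for phospho-KAP-1 by AlphaLISA (anti-pKAP1 donor, anti-KAP1 acceptor beads), 6 hr at 25C.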
TSHR antag – human thyrotropin receptor antagonism | P16473 | TSHR-expressing cells, TSH-stimulated cAMP HTRF, 2 h; stronger effect = lower value | activity change, negative = inhibition, % at 11.5 µM | 0.2% of 330,000 active | AID 504810;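 active means activity change below a set negative limit, meaning inhibition stronger than a set level, cut at about -70% in these data; inconclusive means activity change between two set negative limits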; further: on the % scale 0 is the no-effect control and ±100 the full control effect
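TSHR-expressing cells were treated with compounds, then stimulated with TSH at EC80 (4nM final) for 2 hours at 37 deg C. Cellular cAMP was measured by HTRF competition between lysate cAMP and cAMP-d2 for a cryptate-labelled anti-cAMP antibody.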
USP2a block – inhibitors of human ubiquitin-specific protease USP2a; O75604; USP2 core, Ub-CHOP2 coupled fluorogenic reporter, 485/531; Potency, µM (top dose mostly 38.3 µM), without a hit: top-dose activity change, negative = inhibition, hits mostly inhibitors; 0.01% of 330,000 active; AID 463254;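 further: potency means the concentration at half of the fitted maximal effect; plate controls were DMSO wells for no effect and full inhibition by NEM control for full effect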
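Deubiquitinase activity read as fluorescence (485/531 nm) after Ub-CHOP2 cleavage activates the enterokinase reporter on its substrate; USP2 core 10nM, Ub-CHOP2 and substrate 25nM each, 30min compound preincubation then 60min RT; data normalized to NEM, curves fitted.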
TRPV1 agonist – agonists of human vanilloid receptor 1 (TRPV1); TRPV1-expressing cells, Fluo-8 calcium influx, agonist mode; 0.19% of 320,000 active; activation, % at 8.33 µM; in the data active means activation above about 80%; inconclusive means between about 30% and that limit; further: 0% is about no effect
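TRPV1-expressing cells were cultured overnight at 35.5C and loaded with Fluo-8 calcium dye for 40 to 90 min at room temperature. After a 10 s baseline, compound was added and calcium influx was read kinetically for 3 min (ex 480/em 520 nm).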
KCNH2 3.1 inh – blocks the human KCNH2 3.1 channel isoform. U2OS KCNH2 3.1, thallium flux FluxOr; stronger effect = lower value. activity change, % (tested at about 1.8 µM). 0.95% of 340,000 active. AID 720553;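 active means maximum activity change below -70%; inconclusive means maximum activity change from -70% to -50%; inactive means maximum activity change above -50%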;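 further: thallium influx rate constant from kinetic fluorescence after stimulation buffer; on the % scale 0 is the no-effect control and ±100 the full control effect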
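U2OS cells transduced with KCNH2 3.1 mutant virus (1.77 x 10^8 /mL, 4 h), plated overnight at 37 C, loaded 45 min with FluxOr dye plus Red40 quencher. Thallium flux rate constant from kinetic reads after stimulation buffer, normalised to controls.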
* marks the source's active call; other numbers are inactive results; i = inactive; ? = inconclusive; . = not tested or not shown; [ ] = remark or other dose. Unless noted, the call rests on the fitted dose curve; in most records, active means well fitted curve in the direction sought with a large enough effect; inconclusive means small, poorly fitted or top-dose-only effect, or another doubt; inactive means no such curve, though single readings can be large; an effect the other way counts as inactive or inconclusive.

SMILES	ELG1 DNA repair	hERG WT inh	Mito fusion yeast	TCR act	Eya2 phos inh	AT treatment	TSHR antag	USP2a block	TRPV1 agonist	KCNH2 3.1 inh
COc1ccc(CCNC(=O)CSc2nc(C)nc3c2oc2ccccc23)cc1OC	-23%	-2	0%	0%	18%	-6%	0	0%	-2	-1
COc1ccccc1NC(=O)CSc1nnc(CCC(=O)Nc2ccccc2F)n1C	0%	-17	-2%	0%	2%	0%	17	1%	0	-8
COC(=O)c1oc(-c2ccc(Cl)cc2)nc1C	?	-7	-6%	-6%	1%	-3%	-1	1%	-1	15
N#CC1CC(c2ccc([N+](=O)[O-])cc2)=NN1c1ccc([N+](=O)[O-])cc1 (stereo not drawn)	-4%	-9	-1%	3%	11%	-1%	2	7%	3	-28
O=C1/C(=C/c2cccc([N+](=O)[O-])c2)CCc2ccccc21	-17%	-4	6%	0%[46.1 µM]	-14%	21%	-9	-2%	5	0
CC(=O)Nc1ccc(NC(C)=C(C#N)C#N)cc1	16%	-27	-3%	-2%[46.1 µM]	6%	6%	21	3%	0	17
N#CCCN1CCN(C(=S)c2ccc(-c3cccc(Cl)c3)o2)CC1	?	51	23%	6%	-4%	5%	-1	-1%	-1	1
O=C(Nc1ccc2c(c1)CCC2)c1cc(=O)[nH]c2ccccc12	23%	11	1%	5%	?	3%	-3	2%	.	-2
CC(=O)N1c2ccc(S(=O)(=O)NCC3CCC(C(=O)N4CCC(C)CC4)CC3)cc2CC1C (stereo not drawn)	-4%	-14	2%	-1%	-11%	2%	-1	0%	0	-16
O=C(OCC(=O)N1CCN(C(=O)c2ccco2)CC1)c1ccccc1C(=O)c1ccccc1	-6%	17	-1%	2%	-5%	2%	0	-2%	-2	0
C=CCN1C(=O)CSc2ccc(C(=O)NCc3ccc(F)cc3)cc21	-8%	-16	32%	3%	2%	-5%	19	-1%	13	-3
COc1ccc(C(=O)NCC(=O)OCC(=O)N2CCCc3ccccc32)cc1	16%	-10	-6%	9%[46.1 µM]	-7%	-7%	4	3%	-3	1
Cc1nn(C)c(C)c1CN(C)C(=O)C1(C)CC1(Br)Br (stereo not drawn)	3%	4	-18%	0%[46.1 µM]	1%	-10%	3	1%	-2	-1
CC(C)C[C@H](NC(=O)c1nc[nH]c1C(=O)NCCCCCNC(=O)OC(C)(C)C)C(=O)OCc1ccccc1	0%	-1	-2%	1%	-19%	-9%	-11	-11%	?	-4
CCOC(=O)C(C(C)C)C(N)Cc1ccc(F)cc1 (stereo not drawn)	5%	i	-5%	-8%	14%	3%	16	1%	2	-2

Results in ELG1 DNA repair, for some of the entries so far:
Structure | ELG1 DNA repair
CC(=O)N1c2ccc(S(=O)(=O)NCC3CCC(C(=O)N4CCC(C)CC4)CC3)cc2CC1C (stereo not drawn) | -4%
O=C(OCC(=O)N1CCN(C(=O)c2ccco2)CC1)c1ccccc1C(=O)c1ccccc1 | -6%
C=CCN1C(=O)CSc2ccc(C(=O)NCc3ccc(F)cc3)cc21 | -8%
COc1ccc(C(=O)NCC(=O)OCC(=O)N2CCCc3ccccc32)cc1 | 16%

Single values from the results shown.
`CC(=O)Nc1ccc(NC(C)=C(C#N)C#N)cc1` in TRPV1 agonist is entered as 0
`COC(=O)c1oc(-c2ccc(Cl)cc2)nc1C` in TSHR antag is entered as -1
`O=C1/C(=C/c2cccc([N+](=O)[O-])c2)CCc2ccccc21` in Mito fusion yeast is entered as 6%
`CCOC(=O)C(C(C)C)C(N)Cc1ccc(F)cc1` (stereo not drawn) in USP2a block is entered as 1%
`COc1ccccc1NC(=O)CSc1nnc(CCC(=O)Nc2ccccc2F)n1C` in Eya2 phos inh is entered as 2%

Continuation:
SMILES	ELG1 DNA repair	hERG WT inh	Mito fusion yeast	TCR act	Eya2 phos inh	AT treatment	TSHR antag	USP2a block	TRPV1 agonist	KCNH2 3.1 inh
Cc1ccc(C(=O)N2CCN(c3ccccc3)CC2)cc1S(=O)(=O)N1CCOCC1	-6%	16	-1%	.	-4%	4%	0	4%	20	1
O=S(=O)(Nc1nc2ccccc2nc1Cl)c1ccc(F)cc1	?	6	2%	-8%	-6%	-2%	0	1%	-5	1
O=C(Cn1cnc2ccccc21)N/N=C/c1ccco1	20%	4	-2%	1%[46.1 µM]	5%	0%	10	4%	5	-8
C=CCn1c(Cc2cccs2)nnc1SCC(=O)Nc1ccc(OC)cc1	2%	-7	2%	0%	17%	5%	0	-1%	3	-5
Brc1ccc(-c2nnc3sc(CNC4CCCC4)cn23)cc1	7%	7	0%	1%	3%	0%	10	-1%	0	37
CCN(c1ccc(C)cc1C)S(=O)(=O)c1nnc(NC(=O)c2ccco2)s1	5%	6	-14%	-3%	5%	3%	-7	1%	-1	2
COc1cccc(-c2cc(C(=O)Nc3cc(OC)c(OC)c(OC)c3)no2)c1	23µM*	-8	?	.	-4%	0%	-26	-1%	3	-32
CC1Cc2ccccc2N1C(=O)c1nn(C)cc1Br (stereo not drawn)	?	-5	11%	0%[46.1 µM]	1%	17%	1	2%	2	1
O=C(CSc1ncc(-c2ccc(F)cc2)n1Cc1ccco1)Nc1nccs1	3%	-1	0%	-8%	7%	16%	-11	-5%	.	-6
COc1ccc2oc(C(=O)OCC(=O)Nc3ccc(NC(C)=O)cc3)c(C)c2c1	?	-5	3%	6%	-8%	9%	10	2%	2	6
CCOC(=O)c1sc(NC(=O)CSc2nncn2C)nc1C	?	-2	1%	0%	0%	-3%	2	1%	2	6
CC(c1ccccc1)C(Cc1nc2ccccc2[nH]1)c1nc2ccccc2[nH]1 (stereo not drawn)	-10%	.	8%	.	-4%	-10%	-3	-1%	?	.
O=C(Nc1ccc(F)cc1)Nc1cccnc1	16%	23	2%	4%	12%	-5%	-8	2%	?	-5
CCc1ccc(N2C(=O)C3CCCN3C2=S)cc1 (stereo not drawn)	12%	9	5%	-1%	-28%	-9%	-1	2%	3	0
COc1ccc(CNc2nc3nc(C)c(Cl)c(C)n3n2)cc1	?	4	-2%	-5%	-4%	4%	-2	1%	0	16

Record cards, from the list above. Screens in order: ELG1 DNA repair	hERG WT inh	Mito fusion yeast	TCR act	Eya2 phos inh	AT treatment	TSHR antag	USP2a block	TRPV1 agonist	KCNH2 3.1 inh
`C=CCn1c(Cc2cccs2)nnc1SCC(=O)Nc1ccc(OC)cc1` in the list: 2%	-7	2%	0%	17%	5%	0	-1%	3	-5
`O=C(CSc1ncc(-c2ccc(F)cc2)n1Cc1ccco1)Nc1nccs1` in the list: 3%	-1	0%	-8%	7%	16%	-11	-5%	.	-6

Continued:
SMILES	ELG1 DNA repair	hERG WT inh	Mito fusion yeast	TCR act	Eya2 phos inh	AT treatment	TSHR antag	USP2a block	TRPV1 agonist	KCNH2 3.1 inh
O=C(C[n+]1cnn(CC(=O)c2ccc(Cl)cc2Cl)c1)c1ccc([N+](=O)[O-])cc1	-2%	-2	0%	2%[46.1 µM]	-2%	2%	6	2%	-4	-2
CCC[C@@H](CN1CCC[C@H]1CN1C(N)=NC[C@@H]1Cc1ccccc1)N1C[C@@H](Cc2ccccc2)N(CCc2ccc(Cl)c(Cl)c2)C1=N	0%	-19	.	-6%	-23%	10%	5	2%	.	6
CCCCCC(=O)Oc1cccc(N2C(=O)C3CCCCC3C2=O)c1 (stereo not drawn)	10%	6	-1%	-1%	-8%	-4%	12	-11%	10	15
CCCSC1=C(C#N)C(c2ccccc2OCC)CC(=O)N1 (stereo not drawn)	10%	-5	1%	-18%	0%	2%	-7	4%	4	2
O=C(NC(=S)Nn1cnnc1)c1ccccc1	9%	6	-1%	2%	5%	8%	2	0%	-1	7
O=C(Cc1ccccc1[N+](=O)[O-])N1CCOCC1	5%	7	-4%	-8%	-8%	-7%	-1	3%	0	-16
CCOC(=O)CN1C(=O)S/C(=C\c2ccc3c(c2)OCO3)C1=O	25%	-5	-4%	.	0%	4%	-12	0%	8	30
Cc1cccc(NS(=O)(=O)c2cc3c4c(c2)C(C)C(=O)N4CCC3)c1 (stereo not drawn)	-6%	-7	1%	1%	-3%	6%	-10	5%	2	3
COc1ccc(CN(C)CC2CCCN(CCc3ccccc3C)C2)cc1O (stereo not drawn)	-8%	6	-5%	-1%	9%	-1%	3	1%	1	-13
COc1ccc(C)cc1S(=O)(=O)Nc1cc2c3c(c1)C(C)C(=O)N3CCC2 (stereo not drawn)	26%	-1	-1%	5%	3%	5%	-3	1%	4	4
CN(C)CCCNc1ccc(-c2cc(Nc3cccc(Cl)c3)ncn2)cn1	?	-2	22%	14%	7%	-26%	2	-3%	17	-2

An excerpt (hit frequency here may not be typical).
